Assay outcomes as filed in PubChem.
PG9 binder = binders of HIV-1 gp120 antibody PG9, primary screen, biochemical, TR-FRET; TR-FRET gp120-PG9 antibody binding; inhibition, % at 6.7 µM; hit rate 0.43% among 360,000; in the data active = inhibition above about 8.5%
NPR2 activator = human GC-B receptor activators, primary screen, HEK293 GC-B cells, cGMP TR-FRET, EC30 CNP; activation, % at 10 µM; Atrial natriuretic peptide receptor 2 (Homo sapiens), P20594; hit rate 0.11% among 370,000; 0% at EC30 CNP, 100% saturating CNP;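 active = activation at 10 µM reaching about 35% in either raw or pattern-adjusted values, limit read from the data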
rCAG RNA binder = binders of r(CAG) RNA repeats, primary screen, biochemical, fluorescence. r(CAG) RNA repeat, TO-PRO-1 dye displacement fluorescence. inhibition, % at 3 µM. hit rate 1.3% among 370,000;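 active = inhibition above the plate cutoff, the mean of all test compounds on that plate plus 3 SD, cut at about 35% in these data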;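 also: 0% = DMSO alone and 100% = 100 µM mitoxantrone as full dye displacement; higher means more dye released from RNA so lower well fluorescence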
ABHD4 inh = ABHD4 inhibitors, primary screen, biochemical, fluorescence polarization, mouse; (Lyso)-N-acylphosphatidylethanolamine lipase (Mus musculus), Q8VD66; purified mABHD4, FP-Rh probe fluorescence polarization; inhibition, % at 8.92 µM; hit rate 0.54% among 370,000; AID 720543, 2013;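 active = inhibition exceeding the mean over every tested compound plus 3 SD, cut at about 30% in these data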;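 also: 0% = plate median of compound wells and 100% = S159A mutant with DMSO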
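Test system: mABHD4 protein; Read-out basis: % inhibition; Incubation: 45 min + 60 min at 25 °C; Repeats: single replicate; Technique: fluorescence polarization with parallel and perpendicular emission, 525/598 nm; Compound: 8.92 µM, single dose; Benchmarks: full inhibition S159A mutant plus DMSO, zero as sample-well median.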
SMARCA2 act = SMARCA2 (BRM) function activators, primary screen, cell-based, luminescence, high throughput. MG213 cells, MMTV-luciferase reporter, dexamethasone, overnight. activation, % at 9.1 µM. hit rate 1% among 370,000. AID 652017, 2013; in the data active = activation above about 7.8%;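 also: 0% = vehicle wells and 100% = reference activator wells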
HTRA1 inhibitor = HTRA1 serine protease inhibitors, primary screen, biochemical, fluorescence polarization, HTS | Q92743 | recombinant HTRA1, FP-rhodamine activity-based probe | inhibition, % at 5.96 µM | hit rate 0.5% among 340,000; in the data active = inhibition above about 36%;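 also: 0% = enzyme with DMSO and 100% = wells lacking enzyme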
NPR1 activator = GC-A stimulated cGMP production enhancers – HEK293 GC-A cells, cGMP TR-FRET, EC30 ANP, primary screen; activation, % at 10 µM; hit rate 0.14% among 370,000; 0% at EC30 ANP, 100% saturating ANP; AID 1671463, 2021; in the data active = activation above about 40%
Target sequence (P16066 whole entry, looked up): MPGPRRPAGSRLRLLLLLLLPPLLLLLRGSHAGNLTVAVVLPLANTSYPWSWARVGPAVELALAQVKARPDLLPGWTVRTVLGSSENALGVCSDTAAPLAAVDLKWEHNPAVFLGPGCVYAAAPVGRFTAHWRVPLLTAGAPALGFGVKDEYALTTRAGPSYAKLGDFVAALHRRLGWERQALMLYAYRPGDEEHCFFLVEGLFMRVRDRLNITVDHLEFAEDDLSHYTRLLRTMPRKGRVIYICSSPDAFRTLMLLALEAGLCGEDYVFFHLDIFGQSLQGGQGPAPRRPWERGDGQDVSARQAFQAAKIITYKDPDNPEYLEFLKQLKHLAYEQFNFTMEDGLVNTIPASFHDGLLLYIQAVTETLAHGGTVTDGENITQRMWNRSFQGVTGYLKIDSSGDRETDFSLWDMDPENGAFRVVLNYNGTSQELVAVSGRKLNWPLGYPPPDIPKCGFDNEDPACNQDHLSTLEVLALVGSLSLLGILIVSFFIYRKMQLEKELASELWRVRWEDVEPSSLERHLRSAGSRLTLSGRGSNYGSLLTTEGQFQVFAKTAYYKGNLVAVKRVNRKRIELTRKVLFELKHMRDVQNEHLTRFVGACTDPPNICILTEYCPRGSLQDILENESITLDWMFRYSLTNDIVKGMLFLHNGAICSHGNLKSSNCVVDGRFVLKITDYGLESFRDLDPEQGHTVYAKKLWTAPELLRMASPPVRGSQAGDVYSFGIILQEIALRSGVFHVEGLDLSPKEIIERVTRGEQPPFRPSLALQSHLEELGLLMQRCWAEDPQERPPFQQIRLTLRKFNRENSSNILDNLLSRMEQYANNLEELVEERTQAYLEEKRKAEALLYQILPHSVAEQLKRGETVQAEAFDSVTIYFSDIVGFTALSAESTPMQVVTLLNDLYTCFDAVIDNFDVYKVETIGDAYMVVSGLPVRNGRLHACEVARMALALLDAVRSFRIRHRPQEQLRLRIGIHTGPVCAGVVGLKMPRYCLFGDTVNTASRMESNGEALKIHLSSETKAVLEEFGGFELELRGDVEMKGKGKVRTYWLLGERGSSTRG
NR1D1 modulator = modulators of Rev-erb alpha DNA binding, primary screen, biochemical, FITC-DNA, fluorescence polarization, uHTS. Nuclear receptor subfamily 1 group D member 1 (Homo sapiens), P20393. Rev-erbα–FITC-DNA binding, 90 min. activity, % at 10 µM. hit rate 0.79% among 370,000. AID 1259318, 2017;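 active = activity above about 14%, limit read from the data; passing the limit was not always enough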;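 also: 0% = DMSO wells with 35 nM protein and 100% = DMSO wells with 750 nM protein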
ARFGAP1 inhibitor = inhibitors of rat ARFGAP1 GAP activity, primary screen, biochemical, fluorescence polarization, GDP tracer | ADP-ribosylation factor GTPase-activating protein 1 (Rattus norvegicus), Q62848 | Arfgap1-stimulated ARF1 GTP hydrolysis, GDP FP detection | inhibition, % at 16.5 µM | hit rate 0.26% among 360,000 | AID 651572, 2012;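 active = inhibition above a per-plate limit, mean inhibition of low control wells plus 3 SD, cut at about 25% in these data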;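 also: 0% = DMSO wells with enzyme and 100% = wells lacking Arfgap1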
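System: truncated rat Arfgap1 GAP domain / Medium: HEPES-based buffer, pH 7.5 / Also added: N-terminally truncated human ARF1-GTP substrate / Incubation: enzyme reaction 120 min at 25 °C after 20 min preincubation / Measured by: FP of antibody-bound GDP Alexa 633 tracer, ex 620/em 688 nm / Replicates: singlicate, each compound tested once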
ASAP1 GAP inh = inhibitors of human ASAP1 ArfGAP activity, primary screen, biochemical, fluorescence polarization; Arf-GAP with SH3 domain, ANK repeat and PH domain-containing protein 1 (Homo sapiens), …; ASAP1-stimulated ARF1 GTP hydrolysis, GDP FP detection; inhibition, % at 16.5 µM; hit rate 0.19% among 360,000; AID 624377, 2012; in the data active = inhibition above about 25%;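 also: 0% = vehicle with enzyme and substrate and 100% = no enzyme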
Numbers without * were called inactive; . = no result given.

SMILES	PG9 binder	NPR2 activator	rCAG RNA binder	ABHD4 inh	SMARCA2 act	HTRA1 inhibitor	NPR1 activator	NR1D1 modulator	ARFGAP1 inhibitor	ASAP1 GAP inh
Cn1cc(CN2CCC(C(=O)Nc3ccc(Oc4ccccc4F)cc3)CC2)cn1	-1.4	-1	-5	6	-2	2	4	5	6	11
CNC(=O)c1sc(NCc2ccccc2OC)nc1C	-1.6	4	-1	-2	-4	4	3	2	4	3
CCC(=O)c1c[nH]c(C(=O)NCCCn2ccnc2)c1	1.2	-1	2	2	-1	3	0	-4	10	-3
C[C@@H]1CCC(=O)N(CC[C@H](N=[N+]=[N-])c2ccccc2)CC1	0.1	-3	-5	-1	0	1	1	-4	4	11
COCCNC(=O)CSc1nc2ccccc2c(=O)n1CCCC(=O)NCc1ccccc1	1.3	0	-9	1	0	1	3	-1	1	-11
Cc1ccc(C(=O)Nc2c(-c3ccc(Cl)cc3)[nH][nH]c2=O)cc1	-0.7	-5	10	2	-4	.	0	6	3	4
COc1ccc(NC(=O)C2CCCN(C(=O)Nc3ccc(F)cc3)C2)cc1 (configuration not stated)	-1.7	-7	-1	2	1	-3	4	-2	-1	3
COc1ccc(C(C)=O)cc1CSc1nnc(Nc2ccc(C)cc2C)s1	1.6	-2	-5	1	-3	-33	-4	3	-7	2
O=C(CNS(=O)(=O)c1ccc(F)cc1)Nc1ccc(C(F)(F)F)cc1	-2.2	0	-1	-2	0	-1	1	-1	4	6
Cc1occc1C(=O)N(C)Cc1nc(-c2ccccc2)no1	-1.2	0	3	4	-3	2	4	-2	-2	-11
Cc1nc2scc(C)n2c(=O)c1S(=O)(=O)N1CCN(c2cccc(C(F)(F)F)c2)CC1	-1.2	-2	0	0	-3	-7	-6	-1	1	5
Cc1ccccc1NC(=O)C(C#N)Cc1cccnc1 (configuration not stated)	-2.2	3	-1	4	1	2	2	-7	-8	6
CC1(C(=O)NS(=O)(=O)c2ccccc2)CCN1C(=O)CC1CCCCC1 (configuration not stated)	0.1	-2	3	3	-5	.	-2	-4	7	1
C/C=C/c1ccc(OCC(=O)O)c(OC)c1	-0.1	2	-1	3	-1	5	-2	2	0	-1
COc1cc(-c2c(CCO)sc3ccccc23)cc(OC)c1OC	-1.1	4	0	-3	0	.	0	0	-8	13
CCCCN(C=O)c1c(CC)nc2c(OCc3ccccc3C)cccn12	0.6	1	-2	1	-4	.	0	-1	2	-3
CCn1cc(CN2CCN(CCC(C)C)C(CCO)C2)c2ccccc21 (configuration not stated)	0.2	-2	-7	5	-3	2	0	-2	-11	-12
COC(=O)c1sccc1NC(=O)C1C2C=CC(C2)C1C(=O)O (configuration not stated)	-1.1	4	-1	-5	-4	-2	2	-2	-3	-5
COc1ccc(Cc2nnc(CCc3ccccc3)s2)cc1	2.0	7	-11	-1	-1	6	2	-3	2	-10
O=C(CCc1ccc(S(=O)(=O)NC2CCCCC2)cc1)NCc1ccccc1	0.3	1	-4	-2	-2	-5	-3	-4	5	11
S=C(NCc1cccnc1)Nc1cccc(Cl)c1	0.9	2	1	-6	-1	4	3	4	-1	-1
Cc1cc(NC(=O)Nc2cccc(F)c2)n(-c2ccccc2)n1	.	-8	6	-2	-1	.	-1	2	.	.
O=C(CSc1nnc(-c2ccc(F)cc2)o1)NC1CCCC1	-1.4	3	-2	-6	-1	5	0	4	8	7
CC1CCCCC1NC(=O)CN1C(=O)NC(C)(c2ccc(OC(F)F)cc2)C1=O (configuration not stated)	0.4	2	-7	1	0	-3	1	1	1	17
O=C(Cc1sc(Nc2ccccc2)nc1-c1ccccc1)NCc1ccccc1	-0.8	0	10	-8	-1	-17	0	-2	7	-6
Cc1cc(=O)[nH]c2[nH][nH]c(=O)c12	0.1	3	1	2	-4	6	-3	1	6	-8
COc1ccccc1CNC(=O)CN1C(=O)NC(Cc2ccccc2)(c2ccccc2)C1=O (configuration not stated)	-1.0	-1	3	-7	-4	-4	-6	-4	5	-1
Cc1cccc(C)c1-n1c(C)cc(/C=C2\C(=O)NN(c3ccccc3)C2=O)c1C	-1.1	8	9	1	0	-2	-2	-2	-2	8
CCN(CC)S(=O)(=O)c1ccc(N2CCOCC2)c(NC(=O)c2ccccc2)c1	-1.4	-2	-2	3	-2	-1	-2	0	6	4
COC(=O)c1ccc(CSc2nc3c(cnn3-c3ccc(C)cc3)c(=O)[nH]2)o1	0.7	19	12	-7	1	-11	3	1	1	4
CCNC(=O)NC1(C(=O)Nc2ccc3c(c2)OCCO3)CCCCC1	-0.1	3	1	0	-6	-1	0	3	4	8
CCSc1nc(N)c(NC(=O)c2ccc(Br)o2)c(=O)[nH]1	-0.2	4	-2	2	-1	-3	3	0	-1	-2
Cc1ccc(S(=O)(=O)N2CCC(C(=O)OCC(=O)N3CCCC(C)C3)CC2)cc1C (configuration not stated)	0.2	2	-5	0	-2	0	1	4	5	3
COc1cccc(NC(=O)C2CCN(S(=O)(=O)c3ccc4c(c3)C(C)(C)C(=O)N4C)CC2)c1	2.6	3	1	2	-2	3	-3	-4	4	7
O=C(Nc1ccc2snnc2c1)N1CCCCC1	-2.6	0	-1	0	2	2	2	-1	0	-3
CCn1c(CC(=O)Nc2ccc(C)c(Cl)c2)nnc1SCC(=O)Nc1nc(C)cs1	-2.9	-3	9	-8	-3	-5	1	-1	4	4
CNc1nc(CC(C)=O)ns1	0.0	-2	1	-4	0	1	1	0	0	9
CCN(CC)CCCC(C)NC(=O)c1c(NC(=O)c2ccccc2)sc2c1CCCC2 (configuration not stated)	-1.0	-7	2	13	6	18	-5	1	-7	-7
CCCc1nc2oc3ccccc3c(=O)c2c(=O)n1CCCOC	0.3	1	-4	-4	-3	9	2	5	10	-6
CN(C)C(=O)CCc1ccc2c3c([nH]c2c1)[C@]1(CCC2CCCC2)[C@@H](C(=O)N2CCOCC2)C[C@H](CC(=O)NC(C)(C)C)C(=O)N1CC3	-0.8	7	4	-1	-2	10	1	-2	-3	8
CCc1nc2ccc(C(=O)N3CCN(C(=O)c4ccco4)CC3)cn2c1N(C)Cc1cccs1	0.0	1	0	0	-2	.	-2	-6	6	3
COc1ccc(C(=O)C2CCCN(Cc3cccc4c3OCO4)C2)cc1OC (configuration not stated)	-3.5	-5	-8	-2	1	4	-2	5	-3	-4
Cn1c(CNC(=O)C(C)(C)C)nc2ccccc21	0.4	-1	-1	12	0	10	3	-4	-9	3
Cc1onc(-c2ccccc2)c1C(=O)Nc1ccc(Br)cc1Cl	-0.2	-6	-3	1	0	-2	-4	-3	10	4
Cc1nc2ccccc2c(=O)n1/N=C/c1ccc(F)cc1	-2.8	-8	-3	-7	5	-6	0	0	-13	0
Nc1nonc1-n1nnc(C(=O)N/N=C\c2cccc(Cl)c2)c1CN1CCOCC1	1.7	3	4	-10	0	4	4	1	6	13
COc1cccc(C(=O)CSc2nc3ccccc3n2CC(=O)N(C(C)C)C(C)C)c1	-9.7	4	0	-2	0	-2	-4	0	5	0
CCOc1cc(S(=O)(=O)N2CC=C(c3ccc(F)cc3)CC2)c(OCC)cc1-n1cnnn1	0.5	-16	3	-2	1	2	-22	4	21	0
NC(=S)N=Nc1ccc(O)cc1	-17	-4	2	8	7	17	0	1	0	5
CCN1CCCC1Cn1cnc2c([nH]c3ccc(Cl)cc32)c1=O (configuration not stated)	-2.2	-6	-1	-2	3	-10	4	-5	3	10
CCOc1ccc(NC(=O)N(CC(C)C)CC(C)C)cc1	-1.7	5	-8	-4	0	-5	-1	3	6	-8
Cc1ccc(CNC(=O)CSc2ncn[nH]2)cc1	-0.1	3	4	-1	4	10	3	-2	9	11
COc1cc(NC(=O)c2ccc3c(c2)OCO3)ccc1NC(=O)c1ccco1	-3.1	3	0	-1	4	3	1	3	4	-19
COc1ccc2c(c1OC)C(=O)N(c1cccc(C)c1)C2	-1.2	3	-3	1	7	5	0	-2	5	-3
COc1cc(C(=O)NCCC(=O)NC2CCCc3ccccc32)cc(OC)c1OC (configuration not stated)	-1.4	2	-1	8	0	2	-1	-3	7	-9
COc1ccc([C@H]2CC(=O)C[C@@H](CCn3cc(-c4ccccc4)nn3)O2)cc1	-1.6	-2	3	4	0	.	0	-9	-4	10
Fc1ccc(CN2CCSCC2)cc1Br	-3.3	-4	2	9	-3	4	-6	-7	0	7
O=S(=O)(NCc1nnnn1-c1ccc(F)cc1)c1ccc(F)cc1	-0.5	-4	0	1	-2	-1	2	-6	1	-1
CC(=O)C1=CCC(c2ccc(Br)cc2)N(S(=O)(=O)c2ccc(C)cc2)C1 (configuration not stated)	-2.0	-2	4	-4	-3	.	-8	-4	-2	-19
CCOC(=O)c1c(N2C(=O)CC(Sc3ccccc3C(=O)O)C2=O)sc(C)c1C (configuration not stated)	-1.8	2	14	16	0	-9	-3	1	14	8
(more compounds)
SMILES	PG9 binder	NPR2 activator	rCAG RNA binder	ABHD4 inh	SMARCA2 act	HTRA1 inhibitor	NPR1 activator	NR1D1 modulator	ARFGAP1 inhibitor	ASAP1 GAP inh
CC(C)(C)OC(=O)NCCc1nnc(S(=O)(=O)Cc2ccc(Cl)cc2Cl)o1	-1.3	15	-3	10	4	2	4	3	-16	3
CCCCCc1ccc(-c2cn(CN3C(=O)c4ccccc4C3=O)nn2)cc1	-0.7	-2	5	-5	0	3	0	-5	1	-10
CCC1OC(C(C)C)Cc2[nH][nH]c(=O)c21 (configuration not stated)	-0.2	1	0	-2	-3	.	1	2	-4	-3
CS(=O)(=O)c1ccc(C(=O)CN2C(=O)NC3(CCCc4ccccc43)C2=O)cc1 (configuration not stated)	-0.9	1	15	-3	-2	0	-1	-4	-3	7
CC(C)c1ccc(-n2c(-c3ccccc3)c[n+]3c2CCc2ccccc2-3)cc1	1.4	-6	9	4	-11	1	-18	-3	13	4
Cn1c(=O)c2c(nc(NCCOc3ccc(F)cc3)n2C)n(C)c1=O	0.5	-1	1	1	0	7	-1	0	-6	-2

Already shown: entries from further up.
SMILES	PG9 binder	NPR2 activator	rCAG RNA binder	ABHD4 inh	SMARCA2 act	HTRA1 inhibitor	NPR1 activator	NR1D1 modulator	ARFGAP1 inhibitor	ASAP1 GAP inh
CCOC(=O)c1c(N2C(=O)CC(Sc3ccccc3C(=O)O)C2=O)sc(C)c1C (configuration not stated)	-1.8	2	14	16	0	-9	-3	1	14	8
CC(C)(C)OC(=O)NCCc1nnc(S(=O)(=O)Cc2ccc(Cl)cc2Cl)o1	-1.3	15	-3	10	4	2	4	3	-16	3
CCCCCc1ccc(-c2cn(CN3C(=O)c4ccccc4C3=O)nn2)cc1	-0.7	-2	5	-5	0	3	0	-5	1	-10
CCC1OC(C(C)C)Cc2[nH][nH]c(=O)c21 (configuration not stated)	-0.2	1	0	-2	-3	.	1	2	-4	-3
